# High-throughput results deposited in PubChem BioAssay by several laboratories.
# HIV peptide binding – inhibitors of HIV fusion peptide binding, primary screen, biochemical, uHTS, fluorescence dequenching (AID 1986); cell-free peptide binding, fluorescence dequenching, 30 min; higher % means a stronger effect; inhibition, % at 20 µM; hits with a dose series show IC50 in µM; 290,000 tested, 0.3% active; in the data active means inhibition mostly above about 52%, no sharp cut-off; inactive means mostly below about 76%; further: some results filed as inactive read as strong as hits
# Dengue-2 NS5 capping – Dengue-2 NS5 methyltransferase inhibitors, primary screen, biochemical, confirmation dose response (AID 588689). Dengue-2 NS5 methyltransferase capping enzyme assay, biochemical; higher % means a stronger effect. one-dose inhibition, % at 25 µM; IC50 in µM for titrated hits. Genome polyprotein (Dengue virus type 2 (strain 16681-PDK53)). 340,000 tested, 0.3% active; in the data active means a potency from the dose series
# UTI89 phage lysis – inhibition of K1F phage lysis, E. coli UTI89, bacterial capsule biogenesis inhibitors, alamar blue (AID 488966) | E. coli UTI89 K1F phage lysis, alamar blue, 2 h; higher % means a stronger effect | inhibition, % at 100 µM, or IC50 in µM where a hit was titrated | 340,000 tested, 0.02% active;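 active means phage lysis inhibition, versus mean bacterial control, above a set limit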;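 further: capsule biogenesis inhibitors block K1F phage lysis so surviving cells raise fluorescence; higher fluorescence means more inhibition of phage lysis; actives were called in the ten point dose series up to 300 µM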
# GPR55 beta-arrestin – GPR55 agonists via beta-arrestin recruitment, primary screen, imaging, U2OS cells, beta-arrestin-GFP redistribution (AID 1961); G-protein coupled receptor 55 (Homo sapiens); U2OS GPR55 beta-arrestin-GFP redistribution imaging; higher % means a stronger effect; activation, % at 10 µM, or EC50 in µM where a hit was titrated; 290,000 tested, 0.048% active;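 active means activation above 40% with more than 50 cells counted in the well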;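 further: U2OS osteosarcoma cells stably expressing GPR55 and beta-arrestin-GFP; plate controls were DMSO negative control for no effect and LPI positive control for full effect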
# AID2073 – inhibitors of Mint1-CaV2.2 protein interaction, biochemical, HTRF (AID 2073); HTRF protein-protein interaction, Mint1-CaV2.2; higher % means a stronger effect; inhibition, % at 20 µM, or IC50 in µM where a hit was titrated; 290,000 tested, 0.19% active; in the data active means inhibition mostly above about 51%, no sharp cut-off; further: some results filed as inactive read as strong as hits
# SIAH1 antagonists – Siah-1 peptide-binding antagonists, primary screen, biochemical, fluorescence polarization, rhodamine-plectin, uHTS (AID 1817) | Siah-1 / rhodamine-plectin peptide fluorescence polarization; higher % means a stronger effect | one-dose displacement, % at 20 µM; IC50 in µM for titrated hits | 290,000 tested, 0.02% active;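 active means displacement of at least 50% at 20 µM, with a fluorescence ratio check between 0.3 and a set limit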;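 further: plate controls were Siah plus tracer with DMSO for no effect and tracer alone without Siah for full effect; strong numbers were not always called active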
# NTR1 ag – agonists of NTR1, primary screen, imaging, U2OS cells, beta-arrestin-GFP, high content (AID 493036). Neurotensin receptor type 1 (Homo sapiens), P30989. NTR1-U2OS beta-arrestin-GFP spot imaging, agonist mode. activation, % at 20 µM. 330,000 tested, 0.17% active;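 active means activation at or above 40% of the spot to cytoplasm intensity ratio, with at least 20 cells analyzed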;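 further: 0% = DMSO without peptide and 100% = 100 nM NTR1 peptide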
# Target sequence (P30989 whole entry, looked up): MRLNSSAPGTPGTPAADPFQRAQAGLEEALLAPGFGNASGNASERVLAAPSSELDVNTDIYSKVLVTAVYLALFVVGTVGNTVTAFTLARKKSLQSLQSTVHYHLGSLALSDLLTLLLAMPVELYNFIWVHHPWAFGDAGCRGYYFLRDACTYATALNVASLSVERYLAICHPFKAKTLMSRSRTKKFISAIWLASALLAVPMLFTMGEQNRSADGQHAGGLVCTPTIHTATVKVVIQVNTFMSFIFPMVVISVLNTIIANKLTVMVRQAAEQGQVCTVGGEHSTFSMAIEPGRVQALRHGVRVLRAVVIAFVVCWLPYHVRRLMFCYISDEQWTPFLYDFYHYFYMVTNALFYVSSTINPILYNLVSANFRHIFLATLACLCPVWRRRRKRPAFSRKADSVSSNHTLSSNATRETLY
# GPR35 arrestin U2OS – GPR35 antagonists blocking zaprinast-driven arrestin recruitment, primary screen, imaging, U2OS, beta-arrestin-GFP, zaprinast agonist (AID 2058) | inhibition, % at 10 µM, or IC50 in µM where a hit was titrated | 290,000 tested, 0.052% active | U2OS GPR35 beta-arrestin-GFP translocation imaging, zaprinast antagonism; higher % means a stronger effect;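 active means inhibition of at least 50% with at least 30 cells and total cytoplasm GFP at most 10,000,000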
# GPR55 LPI antagonism – GPR55 antagonists blocking LPI-driven arrestin recruitment, primary screen, imaging, U2OS, beta-arrestin-GFP, LPI agonist (AID 2013); 290,000 tested, 0.13% active; inhibition, % at 10 µM; hits with a dose series show IC50 in µM; U2OS GPR55 beta-arrestin-GFP translocation imaging, LPI antagonism; higher % means a stronger effect; G-protein coupled receptor 55 (Homo sapiens);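 active means spots per cell inhibited over 60%, with over 100 cells counted and total cytoplasm intensity under 500,000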;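 further: U2OS cells stably carrying GPR55 and arrestin-GFP stimulated by 5 µM LPI near EC80; imaged beta-arrestin-GFP aggregate spots per cell after agonist stimulation; plate controls were LPI-stimulated DMSO wells for no effect and DMSO wells without LPI for full effect; some results filed as inactive read as strong as hits; confirmed hits need IC50 under 10 µM and bright autofluorescent wells are also inconclusive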
# NTR1 ag cell count 20 µM – also measured in NTR1 ag; calls as there; cell count; measured here: cell count, cytotoxicity flag
# Dengue-2 NS5 capping pilot replicate – second read-out of Dengue-2 NS5 capping, no call of its own (marks repeat the call); inhibition, %; measured here: pilot screen replicate inhibition
# Active calls of the source: *; . = no result given; & = joins results of further samples; [ ] = dose if it differs, or a comment. The order is random, and some 1.2% of all compounds hit somewhere here.
SMILES,HIV peptide binding,Dengue-2 NS5 capping,UTI89 phage lysis,GPR55 beta-arrestin,AID2073,SIAH1 antagonists,NTR1 ag,NTR1 ag cell count 20 µM,GPR35 arrestin U2OS,GPR55 LPI antagonism,others
O=C1NC(=O)C2(CCCc3ccccc32)N1 (stereo unspecified),1.5%,-5.3%,-0.2%,-0.1%,-0.3%,0.8%,1.3,57,3.8%,0.5%,
CCn1nc(C(=O)OCC(=O)c2c[nH]c3ccccc23)c2ccccc2c1=O,-2.1%,-2.4%,0.4%,-0.1%,2.2%,1.8%,0.0,81,1.7%,-4.0%,
Cc1ccc(-n2nc(CC#N)c(C#N)c2N)cc1,1.6%,-2.2%,2.8%,0.5%,7.0%,3.0%,0.0,51,-1.4%,5.8%,
Cc1ccc(-n2c(O)c(/C=N/n3cnnc3)c3ccccc3c2=O)cc1,-3.4%&9.5%,2.7%&-12.8%,1.7%&0.1%,0.0%&0.3%,8.5%&13.7%,1.1%&0.8%,0.0&0.5,52&81,0.1%&-6.4%,12.9%&-5.1%,
Cc1cccn2cc(CNC(=O)CC3CCCC3)nc12,1.2%,-3.9%,0.0%,0.5%,4.3%,3.5%,-1.2,32,-12.1%,12.8%,
CC(C)c1ccc(O)c(NC(=S)NC(=O)c2ccc3c(c2)OCO3)c1,-1.0%,1.3%,0.5%[50 µM],-0.1%,-9.5%,0.9%,12.1,61,7.3%,25.3%,
Cc1nc(-c2ccccc2)sc1C(=O)/C=C/c1ccccc1,3.4%,-9.7%,5.5%,2.2%,-8.6%,1.2%,24.0,62,15.7%,11.5%,
Cc1ccc(NC(=O)CCc2c(C)nc3ncnn3c2C)cc1,-0.3%,-6.3%,0.4%,-0.2%,2.8%,0.6%,-0.8,71,-10.0%,0.1%,Dengue-2 NS5 capping pilot replicate=-7.9
CCN(CC)S(=O)(=O)c1ccc(Cl)c(NC(=O)CSc2cccc[n+]2[O-])c1,-0.4%,0.6%,0.4%,-0.6%,6.8%,9.3%,0.3,50,-1.0%,4.2%,
CC(C)[C@H](NC(=O)N1CC(=O)Nc2ccccc21)C(=O)N[C@H](Cc1ccccc1)C(=O)O,-0.4%,4.3%,4.0%,0.5%,5.8%,-4.2%,-1.4,88,15.2%,-3.3%,
CCOC(=O)CNC(=O)c1nn(-c2ccc(OCC)cc2)c(=O)c2ccccc12,-2.4%,-4.8%,0.4%,-0.1%,8.4%,-3.9%,-0.4,59,-7.7%,6.6%,
Cc1ccccc1-n1nc(-c2cccnc2)cc1C(=O)N/N=C/c1ccncc1,-0.2%,-4.0%,0.1%,0.5%,-0.9%,1.7%,1.2,31,2.4%,-7.3%,
O=C(C1CCCN(Cc2cccc(Cl)c2)C1)N1CCCCC1 (stereo unspecified),-2.6%,-6.8%,-0.7%[50 µM],0.0%,19.7%,-0.8%,-0.1,94,-8.2%,9.1%,
CCn1cc(Br)c(C(=O)Nc2ccc(C(=O)OC(C)C)cc2)n1,2.7%,-2.0%,4.5%,-0.1%,19.4%,2.9%,4.4,49,-2.6%,-19.9%,
Cc1ccc(NC(=O)c2snc3ccc(Cl)cc23)cc1C,1.9%,-4.5%,0.1%,-0.2%,10.3%,5.0%,5.9,95,-11.9%,7.8%,
CCOc1c(Cl)cc(CNc2nnnn2C)cc1OC,1.3%,-4.8%,0.4%,-0.1%,-4.0%,4.6%,0.0,70,-1.1%,-3.7%,
CCOC(=O)N1CCN(CC(O)COCC2=CCC3CC2C3(C)C)CC1 (stereo unspecified),0.2%,6.1%,-0.5%,0.2%,-0.6%,-2.9%,0.0,41,11.5%,4.2%,
O=c1c(Cl)c(N2CCOCC2)cnn1-c1ncc(C(F)(F)F)cc1Cl,-0.2%,-11.5%,5.3%,-0.1%,-3.1%,-4.2%,-0.7,34,-5.2%,11.9%,
CC(C)c1ccc(NS(=O)(=O)c2ccc(N3C(=O)CCC3=O)cc2)cc1,0.4%,-5.4%,0.4%,-0.3%,2.3%,-3.4%,1.5,50,-2.1%,6.2%,
CCCNS(=O)(=O)c1ccc(-n2cnnn2)c(OC)c1,0.3%,-3.0%,0.4%,-0.1%,-10.3%,4.5%,-0.5,67,26.9%,6.4%,

# The final six entries of the section above lead into the next:
SMILES,HIV peptide binding,Dengue-2 NS5 capping,UTI89 phage lysis,GPR55 beta-arrestin,AID2073,SIAH1 antagonists,NTR1 ag,NTR1 ag cell count 20 µM,GPR35 arrestin U2OS,GPR55 LPI antagonism,others
Cc1ccc(NC(=O)c2snc3ccc(Cl)cc23)cc1C,1.9%,-4.5%,0.1%,-0.2%,10.3%,5.0%,5.9,95,-11.9%,7.8%,
CCOc1c(Cl)cc(CNc2nnnn2C)cc1OC,1.3%,-4.8%,0.4%,-0.1%,-4.0%,4.6%,0.0,70,-1.1%,-3.7%,
CCOC(=O)N1CCN(CC(O)COCC2=CCC3CC2C3(C)C)CC1 (stereo unspecified),0.2%,6.1%,-0.5%,0.2%,-0.6%,-2.9%,0.0,41,11.5%,4.2%,
O=c1c(Cl)c(N2CCOCC2)cnn1-c1ncc(C(F)(F)F)cc1Cl,-0.2%,-11.5%,5.3%,-0.1%,-3.1%,-4.2%,-0.7,34,-5.2%,11.9%,
CC(C)c1ccc(NS(=O)(=O)c2ccc(N3C(=O)CCC3=O)cc2)cc1,0.4%,-5.4%,0.4%,-0.3%,2.3%,-3.4%,1.5,50,-2.1%,6.2%,
CCCNS(=O)(=O)c1ccc(-n2cnnn2)c(OC)c1,0.3%,-3.0%,0.4%,-0.1%,-10.3%,4.5%,-0.5,67,26.9%,6.4%,
CCc1cc(=O)oc2c(C)c(OC(C)C(=O)NC3CC(C)(C)NC(C)(C)C3)ccc12 (stereo unspecified),0.1%,0.0%,-0.1%,-0.1%,0.9%,-0.7%,-0.1,54,10.3%,-9.5%,
CCOc1ccc(OCC)c(NC(=O)CN2CCN(CC(=O)NC(C)C)CC2)c1,0.1%,5.7%,0.3%,0.0%,-2.5%,0.8%,0.6,64,3.3%,.,
Cc1cc(C)cc(OCC(=O)OCC(=O)Nc2c(C)n(C)n(-c3ccccc3)c2=O)c1,-0.9%,0.8%,0.0%,1.1%,9.3%,2.7%,1.3,53,-0.1%,-39.6%,
CC1(C)CC(=O)C=C(NCc2cccs2)C1,3.9%,-9.1%,0.2%,0.2%,-7.1%,4.2%,-1.9,75,5.6%,1.3%,
CCOc1ccc(NC(=O)NC(=O)N(C)S(=O)(=O)c2ccc(C)cc2)cc1,-0.7%,-3.6%,0.6%,0.1%,8.1%,-4.4%,1.5,90,-18.2%,6.9%,
CC(C)(C)n1nnnc1CN(Cc1cccnc1)Cc1ccccc1Cl,0.0%,-1.6%,1.0%,0.0%,-0.4%,1.2%,-0.4,17,-8.1%,2.4%,
CCOC(=O)c1ccc2c(c1)nc(SCC(=O)c1cc3ccccc3o1)n2CC,-1.0%,-13.1%,0.2%,-0.1%,-11.5%,2.8%,3.1,80,13.2%,1.8%,
CCOc1ccc(N2C(N)=NC(N)=NC2(C)C)cc1,0.0%,-3.4%,0.7%,0.2%,-4.4%,-1.3%,0.7,50,-4.5%,4.1%,
O=S(=O)(c1ccc(Br)cc1)N1CCN=C1SCc1cccnc1,0.5%,-0.9%,0.3%,0.1%,4.2%,9.0%,-0.6,94,-20.4%,7.5%,
COc1ccc(NC2CCCN(C(=O)CN3C(=O)c4ccccc4C3=O)C2)cc1OC (stereo unspecified),-0.4%,-7.9%,-0.1%,-0.1%,-27.4%,0.6%,-0.3,75,-3.7%,4.5%,
O=C(CC1SC2=NCCN2C1=O)Nc1ccccc1 (stereo unspecified),-1.6%,3.9%,0.1%,0.2%,-3.6%,1.0%,-0.5,76,-5.6%,-7.0%,
O=C(O)CC(=O)NC12CC3CC(CC(C3)C1)C2,1.4%&23.1%,-8.9%&-2.4%,0.7%&1.7%,0.2%&-0.2%,-1.8%&3.9%,2.5%&-2.2%,-1.1&-0.7,32&57,-7.2%&5.1%,20.8%&0.2%,
O=C(CNC1CCCC1)Nc1ccc(S(=O)(=O)N2CCCCC2)cc1,-0.6%,-1.7%,0.2%,-0.2%,2.7%,-3.5%,-0.4,53,-2.0%,-3.4%,
C#CCOCCOCCOCCNc1nc(OC)nc(N2CCN(C(=O)[C@H](CCCCN)n3cc(C(N)CO)nn3)CC2)n1 (stereo partly specified),-0.3%,.,.,-0.1%,10.8%,-5.4%,-0.7,60,-12.7%,4.2%,
CN(C)c1ccc(Nc2nc(-c3cccnc3)cs2)cc1,1.2%,2.8%,-0.9%,0.2%,-22.5%,-1.8%,1.0,41,21.7%,5.0%,
CCC(C)(C)NC(=O)C1CCCN(S(=O)(=O)c2ccc3c(c2)CC(C)N3C(=O)C2CC2)C1 (stereo unspecified),2.6%,-3.1%,0.0%,-0.2%,6.3%,13.6%,-0.1,59,-9.3%,14.3%,
CCCCC(CC)C(=O)Nc1ncc([N+](=O)[O-])s1 (stereo unspecified),0.6%,-11.2%,0.8%,0.2%,6.6%,13.1%,7.5,46,-17.6%,2.4%,
Clc1ccc(CO/N=C2\CCCc3nonc32)cc1,-0.6%,0.7%,1.1%[50 µM],0.2%,2.0%,8.4%,0.6,72,-7.8%,7.3%,
Nc1nc(N)c2sc3nc4c(cc3c2n1)CCC4,-1.1%,-4.2%,-0.4%,-0.2%,7.5%,-3.4%,-2.4,55,8.1%,4.7%,
Cc1ccc(S(=O)(=O)N2CCCOC2CNC(=O)C(=O)NCCN2CCOCC2)cc1 (stereo unspecified),-1.5%,-3.2%,0.4%,0.4%,9.1%,-3.0%,-0.9,67,-12.4%,13.2%,
CN1CCN(C(=O)NCC23CC4CC(CC(C4)C2)C3)CC1,-1.1%,-1.6%,0.1%,-0.1%,20.1%,-1.6%,1.7,26,-7.8%,0.4%,
